Source: PubChem
HIF act – HIF pathway transcriptional activation | AID 1910 | actives 0.32% (n = 300,000) | activation, % at 7.5 µM (by protocol) | U2OS HRE-luciferase reporter, luminescence; normalized: DMSO 0%, desferrioxamine 100%;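 active = mean activation of at least 10% of the iron chelator positive control signal, with at least half of replicates also reaching 10%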
TRPC6 activator – activators of mouse TRPC6 channel; Q61143; HEK293-TRPC6 membrane potential dye fluorescence; stronger effect = higher value; B-score at 10 µM; actives 0.13% (n = 310,000); AID 2550;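 active = B-score of the integrated fluorescence ratio above library mean plus 3 SD, and starting fluorescence ratio within library mean plus 5 SD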;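 note: higher score means more depolarization so channel activation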
MrgX1 PAM – human MrgX1 positive allosteric modulation, primary screen; Q96LB2; MrgX1-HEK293, Fluo-4 calcium flux, FDSS; stronger effect = higher value; B-score at 10 µM; actives 0.63% (n = 310,000);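 active = plate-corrected calcium response at least 3 library SD above typical, normal starting fluorescence, not activating the receptor alone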;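 note: compound read alongside a low EC10 to EC30 dose of BAM8-22 agonist; peak minus trough fluorescence over baseline measured at the second addition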
RGS4 block – human RGS4 inhibition; actives 0.45% (n = 310,000); P49798; AID 463165; B-score at 10 µM; HEK293 M3R/RGS4 inducible, Fluo-4 calcium flux; stronger effect = higher value; triggered by carbachol at its EC20;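 active = B-score, a plate-corrected calcium signal, over three deviations above library mean, with baseline fluorescence within five deviations of library mean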;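 note: RGS4 expression induced by doxycycline in cells with stable M3 receptor; B-score is computed from the integrated fluorescence ratio over baseline after carbachol; higher B-score means a larger calcium signal and so more RGS4 inhibition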
MrgX1 antagonist – antagonists of human MrgX1 receptor; Q96LB2; MRGX1-HEK293 calcium flux, Fluo-4, BAM8-22 antagonism; stronger effect = lower value; B-score at 10 µM; actives 1.3% (n = 310,000); AID 588676;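 active = calcium-response B-score plate-corrected more than 3 library SD below zero, starting fluorescence within 5 deviations, no agonist response on first addition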;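 note: peak minus trough fluorescence over baseline after final BAM8-22 challenge near maximal dose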
RGS4 act – potentiators or activators of RGS4; HEK293 M3R/inducible RGS4, carbachol calcium flux Fluo4; stronger effect = lower value; B-score at 10 µM; actives 0.92% (n = 310,000); AID 463111;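 active = B-score of the integrated calcium signal more than 4 SD below the library mean, with starting fluorescence not abnormally high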;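 note: negative B-score means reduced calcium response which marks RGS4 activation or potentiation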
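Test system: HEK293 cells with stable M3R and inducible RGS4; also added: carbachol at ECmax as muscarinic agonist stimulus; schedule: dye loading 30 min 37 °C, buffer rest 30 min RT; technique: kinetic calcium fluorescence imaging with Fluo4-AM dye, 2 µM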
TRPC6 inh – inhibitors of mouse TRPC6 channel; Q61143; actives 1.1% (n = 310,000); HEK293-TRPC6, membrane potential dye, ACh-evoked depolarization; stronger effect = lower value; B-score at 10 µM;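 active = B-score under library mean minus 3 SD, initial fluorescence not abnormally high, positive integrated signal ratio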;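 note: B-score derived from integrated fluorescence ratio over the kinetic read; more negative B-score means stronger inhibition of depolarization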
Platelet DG rel – platelet dense granule release activity; AID 1663; actives 0.22% (n = 300,000); inhibition, %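 (compounds screened at 7.5 µM in platelet-rich plasma)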; human platelet-rich plasma, SFLLRN dense granule ATP release, luminescence;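 active = mean replicate score, as percent of positive control, at or above 50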
TRPC4 block – blocks the mouse TRPC4 cation channel; HEK293 TRPC4beta/mu-opioid, DAMGO-evoked Fluo4 calcium flux; stronger effect = lower value; B-score at 10 µM; actives 0.39% (n = 300,000); AID 2247;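 active = B-score over 3 SD under the library average, no early fluorescence shift, positive overall ratio signal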
Target sequence (Q9QUQ5 whole entry, looked up): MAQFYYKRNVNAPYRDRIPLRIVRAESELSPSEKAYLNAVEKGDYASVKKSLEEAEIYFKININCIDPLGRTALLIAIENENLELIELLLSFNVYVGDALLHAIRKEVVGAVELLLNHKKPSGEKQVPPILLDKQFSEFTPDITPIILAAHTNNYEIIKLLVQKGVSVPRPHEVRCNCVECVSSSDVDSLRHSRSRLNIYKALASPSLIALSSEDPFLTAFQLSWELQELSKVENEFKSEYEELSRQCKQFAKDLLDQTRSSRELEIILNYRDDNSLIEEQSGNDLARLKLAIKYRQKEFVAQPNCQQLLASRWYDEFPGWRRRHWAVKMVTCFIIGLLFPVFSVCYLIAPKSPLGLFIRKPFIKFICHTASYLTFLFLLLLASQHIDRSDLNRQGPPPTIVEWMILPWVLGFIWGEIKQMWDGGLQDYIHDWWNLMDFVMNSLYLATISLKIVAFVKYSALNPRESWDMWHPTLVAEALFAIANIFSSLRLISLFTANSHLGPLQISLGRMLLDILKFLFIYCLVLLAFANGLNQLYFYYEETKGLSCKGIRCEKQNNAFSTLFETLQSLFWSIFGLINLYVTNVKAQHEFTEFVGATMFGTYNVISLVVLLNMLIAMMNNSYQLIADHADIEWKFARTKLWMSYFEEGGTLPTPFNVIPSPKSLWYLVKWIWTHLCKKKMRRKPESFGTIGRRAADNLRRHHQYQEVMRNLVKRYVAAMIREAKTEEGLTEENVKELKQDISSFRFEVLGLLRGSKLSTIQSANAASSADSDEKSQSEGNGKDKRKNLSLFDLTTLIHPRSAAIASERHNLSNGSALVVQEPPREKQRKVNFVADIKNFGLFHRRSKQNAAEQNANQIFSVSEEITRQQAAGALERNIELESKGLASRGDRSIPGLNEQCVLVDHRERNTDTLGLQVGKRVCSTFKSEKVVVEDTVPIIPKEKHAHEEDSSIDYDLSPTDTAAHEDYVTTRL
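test system = HEK293 cells with stable TRPC4beta plus mu-opioid receptor expression | detection = Fluo4 Ca2+ flux fluorescence | read-out = integrated fluorescence ratio relative to baseline, converted to per-well B score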
MrgX1 ag – human MrgX1 receptor agonism, primary screen; actives 0.44% (n = 310,000); MrgX1-HEK293 cells, Fluo-4 calcium fluorescence, agonist mode; stronger effect = higher value; B-score at 10 µM;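 active = calcium response B-score plate-corrected fluorescence ratio at least 3 library SD, with starting fluorescence B-score inside 5 SD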
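System: HEK293 cells stably expressing human MrgX1 receptor; Dosing: test compound in the initial addition of three; Schedule: overnight plating, then 30 min 37 °C plus 30 min room-temperature dye loading; Detection: kinetic calcium dye fluorescence, Fluo-4 NW; Controls: per-plate positive and negative controls for Z′ factor.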
SKKanGAS inh – SKKanGAS growth inhibition | inhibition, % at 7.5 µM | S. pyogenes SKKanGAS, kanamycin growth, BacTiter-Glo, 6 h | AID 1662 | actives 1.3% (n = 300,000);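 active = mean replicate score, as percent of positive control median, at least 50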;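 note: strain carries kanamycin resistance gene driven by streptokinase promoter and grows in 40 µg/ml kanamycin; loss of luminescence reflects streptokinase promoter inhibition or plain growth inhibition; 0% = median of DMSO wells and 100% = positive control at its reference dose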
Starred values were filed as active, the others as inactive; i = inactive; . = no result given.

SMILES	HIF act	TRPC6 activator	MrgX1 PAM	RGS4 block	MrgX1 antagonist	RGS4 act	TRPC6 inh	Platelet DG rel	TRPC4 block	MrgX1 ag	SKKanGAS inh
O=C1CC(SCc2nc3ccccc3[nH]2)C(=O)N1c1cccc(F)c1 (configuration not stated)	0.2	i	i	i	i	i	i	1.1	i	i	-7.1
COCCn1c(SCC(=O)Nc2cc(C)on2)nnc1-c1ccco1	0.9	i	i	i	i	i	i	3.4	i	i	1.0
CC12CCC(C(=O)NCc3ccc4c(c3)OCO4)(CC1=O)C2(C)C (configuration not stated)	0.3	i	i	i	i	i	i	-3.2	i	i	1.5
CC(=O)Nc1ccc(S(=O)(=O)Nc2cccc(NC(=O)c3ccco3)c2)cc1	-0.6	i	i	i	i	i	i	1.8	i	i	-6.9
COC(=O)Cc1cc(=O)n2[nH]cnc2n1	-0.2	i	i	i	i	i	i	1.3	i	i	2.7
Cc1sc2nc(CSc3ccccc3)nc(N3CCC(C(N)=O)CC3)c2c1C	-1.5	i	i	i	-11*	i	i	-36.3	i	i	-0.3
C=CCCC(=O)N(C)CCO	0.1	i	i	i	i	i	i	2.5	.	i	-7.9
C=CCn1c(=O)c2ccccc2n2c(SCC(=O)NCCc3ccccc3)nnc12	0.4	i	i	i	i	i	i	0.3	i	i	-7.8
CCc1c(C)nc(SCC(=O)c2cccs2)c(C#N)c1C	3.3	i	i	i	i	i	i	-0.9	i	i	39.5
CCOC(=O)Cc1csc(NC(=O)CSc2nnc(C3CC3)n2C)n1	-0.4	i	i	i	i	i	i	-1.8	i	i	2.6
C#CCOCCOCCOCCNc1nc(N2CCN(C(=O)[C@H](CCCCN)n3cc(CCCC)nn3)CC2)nc(N2CCN(C(=O)[C@H](Cc3ccc(O)cc3)n3cc(CCO)nn3)CC2)n1	0.9	i	i	i	i	i	i	-3.5	i	i	1.8
COc1ccccc1C(=O)Nc1ccc(C(=O)c2ccccc2)cc1	0.9	i	i	i	i	i	i	0.2	i	i	22.8
COC(=O)c1cc(NC(=O)CN(c2ccc3c(c2)OCO3)S(C)(=O)=O)ccc1Cl	-0.3	i	i	i	i	i	i	5.1	i	i	-1.3
C#CCN(Cc1ccco1)C(=O)c1cc(COc2ccc(F)cc2Cl)on1	-0.5	i	i	i	i	i	i	2.2	i	i	-6.0
COc1ccc(-c2nn(-c3ccccc3)cc2/C=C/C(=O)NCCCn2ccnc2)cc1OC	-0.2	i	i	i	i	i	i	3.2	i	i	11.1
O=C(NNC(=O)c1cccs1)c1ccc(Cl)nc1	-0.2	i	i	i	i	i	i	-2.4	i	i	-2.8
CCOC(=O)c1cccc(NC(=O)c2cc3sccc3n2C)c1	1.4	i	i	i	i	i	i	3.2	i	i	-10.0
O=C(/C=C/c1cccnc1)c1ccc(NC(=O)c2cccc(Br)c2)cc1	-4.0	i	7.07*	i	i	i	i	5.9	i	i	-4.3
COc1cc(C(=O)NCc2nnc(SCC(=O)Nc3nc4ccc(C)cc4s3)o2)cc(OC)c1OC	1.1	i	i	i	i	i	i	-6.6	i	i	5.5
CC1Cc2ccccc2C(=O)N1 (configuration not stated)	0.5	i	i	i	i	i	i	2.1	i	i	1.8
CCC(C)NC(=O)CN(C1CCCCC1)S(=O)(=O)c1ccc(F)cc1 (configuration not stated)	-0.3	i	i	i	i	i	i	1.2	i	i	0.3
CCOc1cc(/C=C2/N=C(C)C(C(=O)OC)=C2O)ccc1O	-0.6	i	i	i	i	i	i	-0.8	i	i	0.1
CC(=O)Cc1nsc(Nc2ccc3c(c2)OCCO3)n1	1.2	i	i	i	i	i	i	8.9	i	i	1.6
Nc1cc(OC(=O)c2c(F)cccc2Cl)nn1S(=O)(=O)c1ccccc1	-1.0	i	i	i	i	i	i	2.3	i	i	-2.6
Cc1nnc(Nc2ccc(C(=O)N3CCOCC3)cc2)c2ccccc12	-0.6	i	i	i	i	i	i	2.3	i	i	0.6
CN(C)C(CNC(=O)c1cccc(S(=O)(=O)N(C)C)c1)c1ccccc1 (configuration not stated)	-9.3	i	i	i	i	i	i	0.1	i	i	2.8
O=C(NCC1CCCN(C(=O)c2cc(Cl)ccc2F)C1)c1ccc(F)cc1 (configuration not stated)	0.9	i	i	i	i	i	i	-1.1	i	i	-1.3
Cc1ccc(NC(=O)Cn2ccc([N+](=O)[O-])n2)cc1C	0.3	i	i	i	i	i	i	-2.1	i	i	10.5
COc1ccccc1-c1cc(C(F)(F)F)nc(S(=O)(=O)CCCC(=O)NCc2ccc(F)cc2)n1	26.2*	i	i	i	i	i	i	14.1	i	i	-8.0
O=C(COC(=O)C1CCCN1C(=O)c1cccs1)Nc1ccc2c(c1)OCO2 (configuration not stated)	0.3	i	i	i	i	i	i	-19.1	.	i	-21.1
Cc1cccc2sc(N(CCCN(C)C)C(=O)c3ccc(Cl)s3)nc12	-0.8	i	i	i	i	-8.33*	-6.61*	12.3	i	i	5.5
CN(CCCC(=O)NC1CC(C)(C)NC(C)(C)C1)S(=O)(=O)c1ccc([N+](=O)[O-])cc1	-0.1	i	i	i	i	i	i	2.1	i	i	2.6
COCc1nc2ccccc2n1Cc1ccc(Br)cc1	1.9	i	i	i	i	i	i	-1.2	i	i	-2.7
O=C(Cc1ccc(F)cc1)N1CCC2(CC1)NCCc1[nH]cnc12	0.1	i	i	i	i	i	i	0.7	i	i	-0.7
O=C(O)c1ccc(/C=N/O)cc1	0.3	i	i	i	i	i	i	-0.2	i	i	0.9
Cc1cccc(NC(=O)CN2CCOCC2)c1C	0.3	i	i	i	i	i	i	5.7	i	i	-4.9
O=C1NCC2=C1C(c1ccccc1)Nc1ccccc1N2 (configuration not stated)	1.1	i	i	i	i	i	i	2.7	i	i	9.9
CC1(OC(=O)CCc2ccccc2)C(=O)C=C2C=C(c3ccc(C#N)cc3)N(C3CC3)C=C2C1=O (configuration not stated)	1.1	i	i	i	i	i	i	3.6	i	i	7.4
CC(=O)Nc1ccccc1OCC(=O)NCC(F)(F)F	0.0	i	i	i	i	i	i	9.0	i	i	12.2
COc1cc(N=Nc2ccccc2C(=O)O)ccc1O	-2.6	i	i	i	i	i	i	12.8	i	i	2.9
CC(C)(C)c1ccc(CNC(=O)C2CCCN2C(=O)Nc2ccccc2)cc1 (configuration not stated)	-3.5	i	i	i	i	i	i	6.2	i	i	0.0
O=C(C(=S)N1CCOCC1)c1c[nH]c2ccccc12	-0.5	i	i	i	i	i	i	-3.2	i	i	1.1
O=C1N/C(=N\N=C\c2cccs2)SC1Cc1cccc(Cl)c1 (configuration not stated)	0.1	i	i	i	i	i	i	2.9	i	i	-15.8
O=C(CSC1=NNC(c2ccccn2)S1)Nc1cccc(Cl)c1 (configuration not stated)	2.0	i	i	i	i	i	i	-3.2	i	i	7.3
CCCCC(CC)C(=O)Nc1ccc(C#N)cc1 (configuration not stated)	-0.1	i	i	i	i	i	i	5.0	i	i	1.1
Cc1ccc(-c2nc3ncccn3c2NC2CCCCC2)o1	-0.1	i	i	i	i	i	i	2.5	i	i	-4.6
O=c1cc(CSc2nnc(COc3ccccc3Cl)o2)nc2sccn12	0.1	i	i	i	i	i	i	-5.1	i	i	-0.4
Cc1cc(C)c2nc(C(F)(F)F)nc(NCCCN3CCOCC3)c2c1	0.1	i	i	i	i	i	i	-0.7	i	i	-5.0
O=C1c2ccccc2C(=O)N1OCCOCCOCCON1C(=O)c2ccccc2C1=O	-0.5	i	i	i	i	i	i	-0.3	i	i	-2.7
CCN1C(=O)/C(=C\N2CCN(c3cccc(Cl)c3)CC2)SC1=S	-1.1	i	i	i	i	i	i	-4.5	i	i	13.4
Further results follow.
SMILES	HIF act	TRPC6 activator	MrgX1 PAM	RGS4 block	MrgX1 antagonist	RGS4 act	TRPC6 inh	Platelet DG rel	TRPC4 block	MrgX1 ag	SKKanGAS inh
CCOC(=O)c1c(C)n(CC(O)CN(CC)CC)c2cc(Br)c(OC)cc12 (configuration not stated)	-1.4	i	i	i	i	i	i	-4.9	i	i	4.9
CCOc1ccccc1N(C(=O)c1snc(C(N)=O)c1N)C(CC)C(=O)NC1CCCC1 (configuration not stated)	-0.3	i	i	i	i	i	i	7.9	i	i	5.1
COc1ccc2oc3cc(C)[n+]([O-])c(-c4ccc(Cl)cc4)c3c2c1	-0.9	i	i	i	i	i	i	1.9	i	i	-4.9
COc1ccccc1NC(=O)c1ccccc1N(Cc1ccccc1)S(C)(=O)=O	-6.7	i	i	i	i	i	i	5.0	i	i	-4.9
CCCN(CC(=O)Nc1ccccc1C)C(=O)c1cccc(S(=O)(=O)N2CCc3ccccc3C2)c1	-0.5	i	i	i	i	i	i	0.0	i	i	.
CCCCSc1nn[nH]n1	-0.5	i	i	i	i	i	i	5.9	i	i	2.2
O=C(Nc1ccc(CN2CCOCC2)cc1)c1cccc(-c2cc3ccccc3oc2=O)c1	0.8	i	i	i	i	i	i	-1.6	i	i	1.4
O=C(CN1N=C(c2ccccc2)CCC1=O)NCc1ccccc1	0.1	i	i	i	i	i	i	-1.1	i	i	-2.5
CC(C)Cn1c(SCC(=O)Nc2cccc(S(N)(=O)=O)c2)nc2ccccc2c1=O	-0.9	i	i	i	i	i	i	-2.6	i	i	-5.3
CCC(CC)NC(=O)c1cccc(Oc2ccccc2)c1	-0.1	i	i	i	i	i	i	-1.1	i	i	6.2
Cc1cccc(-n2ncc3c(N4CCOCC4)ncnc32)c1	-2.5	i	i	i	i	i	i	8.0	i	i	2.4
O=C(c1ccc(Cl)nc1)N1CCc2ccccc2C1	-0.1	i	i	i	i	i	i	8.8	i	i	1.7
N#Cc1ccccc1NC(=O)CSc1n[nH]c(-c2ccco2)n1	-0.2	i	i	i	i	i	i	-3.3	i	i	3.7
O=C(Oc1nsnc1N1CCOCC1)c1ccccc1	-0.3	i	i	i	i	i	i	5.9	i	i	-0.9
Cc1sc2ncnc(OCc3nnc(-c4cccs4)o3)c2c1C	.	i	i	i	i	i	i	.	i	i	.
CSc1sc(C(=O)NNC(C)=O)c2c1C=CCC2	-0.4	i	i	i	i	i	i	-0.1	i	i	5.2
CCCOC(=O)CN1C(=O)c2ccccc2C1=O	0.5	i	i	i	i	i	i	2.5	i	i	1.7
COc1ccc(Br)cc1C(=O)NC(=S)Nc1c(C)n(C)n(-c2ccccc2)c1=O	-0.6	i	i	i	i	i	i	-3.8	i	i	-0.4
